Compound activity deposited in PubChem BioAssay by National Center for Advancing Translational Sciences (NCATS).
KDM5B inhibitor – Primary screen for KDM5B Histone Demethylases FDH-coupled qHTS; Potency, µM (titrated, usually from 57.7 µM), for the others: top-dose activity change, negative = inhibition, hits mostly inhibitors; Lysine-specific demethylase 5B (Homo sapiens), Q9UGL1; KDM5B demethylase, FDH-coupled NADH fluorescence (FDH is formaldehyde dehydrogenase); 2.6% of 220,000 active; AID 1347165, 2019; active means well fitted inhibition curve with a large enough effect; inconclusive means small, poorly fitted or top-dose-only effect; inactive means no such curve, though single readings can be large or run the other way; further: 0% is about no effect; nearly all actives have a fitted effect of over 70% in size
Target sequence (Q9UGL1 whole entry, looked up): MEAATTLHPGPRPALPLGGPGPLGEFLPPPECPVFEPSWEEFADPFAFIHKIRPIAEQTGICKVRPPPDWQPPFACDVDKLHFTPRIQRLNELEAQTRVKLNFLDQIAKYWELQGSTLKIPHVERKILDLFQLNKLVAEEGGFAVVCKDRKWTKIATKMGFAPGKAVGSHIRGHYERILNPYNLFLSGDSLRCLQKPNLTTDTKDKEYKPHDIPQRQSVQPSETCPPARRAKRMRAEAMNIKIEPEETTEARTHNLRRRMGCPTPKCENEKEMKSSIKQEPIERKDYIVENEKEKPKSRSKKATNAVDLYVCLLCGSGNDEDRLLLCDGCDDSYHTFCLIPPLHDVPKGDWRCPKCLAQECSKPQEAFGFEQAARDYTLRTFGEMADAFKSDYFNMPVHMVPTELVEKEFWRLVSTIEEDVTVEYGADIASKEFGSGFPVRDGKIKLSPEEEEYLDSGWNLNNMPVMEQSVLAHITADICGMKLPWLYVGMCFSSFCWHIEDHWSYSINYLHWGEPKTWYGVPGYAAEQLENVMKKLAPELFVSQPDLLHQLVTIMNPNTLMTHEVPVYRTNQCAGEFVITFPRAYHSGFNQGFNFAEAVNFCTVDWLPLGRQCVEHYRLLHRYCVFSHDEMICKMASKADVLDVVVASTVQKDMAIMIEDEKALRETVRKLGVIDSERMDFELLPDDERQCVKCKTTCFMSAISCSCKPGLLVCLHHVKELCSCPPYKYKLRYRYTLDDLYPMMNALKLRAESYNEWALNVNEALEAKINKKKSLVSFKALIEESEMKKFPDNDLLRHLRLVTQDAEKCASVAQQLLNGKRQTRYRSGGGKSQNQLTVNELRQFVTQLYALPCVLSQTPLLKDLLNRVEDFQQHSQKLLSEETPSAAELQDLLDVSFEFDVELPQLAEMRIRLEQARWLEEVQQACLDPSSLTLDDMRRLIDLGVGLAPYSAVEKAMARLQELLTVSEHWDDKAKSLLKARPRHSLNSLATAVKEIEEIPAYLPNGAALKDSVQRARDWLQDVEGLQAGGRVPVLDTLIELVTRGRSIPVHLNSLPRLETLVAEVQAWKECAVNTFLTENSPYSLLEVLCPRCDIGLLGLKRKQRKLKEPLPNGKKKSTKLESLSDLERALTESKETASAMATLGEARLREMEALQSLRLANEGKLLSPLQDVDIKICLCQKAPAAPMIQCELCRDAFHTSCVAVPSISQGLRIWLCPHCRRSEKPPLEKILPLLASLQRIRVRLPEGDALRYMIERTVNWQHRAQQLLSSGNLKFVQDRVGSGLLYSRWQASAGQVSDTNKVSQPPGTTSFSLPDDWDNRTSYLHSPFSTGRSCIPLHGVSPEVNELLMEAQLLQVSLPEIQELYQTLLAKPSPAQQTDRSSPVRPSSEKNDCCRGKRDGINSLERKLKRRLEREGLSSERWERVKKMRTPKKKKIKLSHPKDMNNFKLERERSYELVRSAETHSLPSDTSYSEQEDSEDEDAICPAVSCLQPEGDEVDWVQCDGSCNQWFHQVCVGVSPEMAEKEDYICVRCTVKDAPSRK
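Here, H3K4me3 peptide (12.5 µM in substrate mix) is demethylated by KDM5BΔAP, 200 nM final, after 10 min compound exposure. Formaldehyde product is coupled through FDH (0.25 U/mL in mix) to NADH fluorescence; 30-min ΔRFU feeds dose-response curves.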
Starred values were filed as active, the others as inactive; i = inactive; ? = inconclusive; & = joins results of further samples; [ ] = another dose, or the depositor's remark. Potency means the concentration at half of the fitted maximal effect. Some of the compounds tested. The share of hits here may be higher or lower than overall.

KDM5B inhibitor	Molecule
?	Cc1[nH]ncc1CNC(=O)C1CCCN(Cc2ccncc2)CCC(=O)NCC1 (centres undefined)
-7%	COc1ccc(-c2noc(-c3cccn3CC(=O)Nc3ccccc3C)n2)cc1F
13%	CC1(Cc2ccc3c(c2)OCO3)CCCN(C(=O)c2cncc(Cl)c2)C1 (centres undefined)
6%	O=C(Nc1ccc([C@H]2OCC(=O)N(Cc3ccncc3)[C@@H]2CO)cc1)c1ccc(C(F)(F)F)cc1
-4%[86.2 µM]	Cc1ccc(-c2cnc([C@@H]3COCCN3Cc3ccncc3)[nH]2)cc1
22µM*	COc1ccc(-c2cc3c(=O)n(CCNC(=O)c4ccsc4)ccn3n2)cc1
12%	CNC(=O)C1CCN(C(=O)c2cc(COc3ccccc3OC)[nH]n2)C1 (centres undefined)
-4%	COc1cc(/C=C/C(=O)c2cccs2)ccc1O
-19%	CCc1ccc(NC(=O)N2CCCC(c3noc(COc4ccccc4F)n3)C2)cc1 (centres undefined)
13%	O=C(CSc1ccc2c(c1)OCCCO2)NC(c1ccccc1)c1ccccc1
?	COc1ccc(OC)c(NC(=O)c2ccc(-c3nc(CSc4ccccc4)c(C)o3)cc2)c1
13%	O=C(COc1ccccc1Cl)Nc1ccccc1-c1nc(-c2ccncc2)no1
-11%	Cn1ncc(N2CCC(C(=O)N3CCC(C(N)=O)(N4CCCCC4)CC3)C2)cc1=O (centres undefined)
?	COc1cc(C2C(C#N)=C(N)N(c3c(F)cccc3F)C3=C2C(=O)CC(C)(C)C3)ccc1O (centres undefined)
?	Cc1cc(C)cc(-n2c(SCC(=O)Nc3ccc4c(c3)OCCO4)nc3c([nH]c4ccccc43)c2=O)c1
-39%	Cc1cc(C)cc(C(=O)n2nc(C)c(S(=O)(=O)N3CCOCC3)c2C)c1
8%	Cc1ccc(NS(=O)(=O)c2cccc3nsnc23)cc1
25µM*	CCCN1CCc2[nH]cnc2C12CCN(C(=O)c1cnn3ccccc13)CC2
6%	CCOc1ccc(C(C)NC(=O)Cc2ccccc2C)cc1 (centres undefined)
29%	O=C(c1ccc2sccc2c1)N1CCN(Cc2ccc3c(c2)OCO3)CC1
-15%	Cc1ccc(-c2cc(N3CCCN(C(=O)c4ccc5c(c4)OCO5)CC3)n[nH]2)cc1C
-11%	CC(C)Oc1ccc2c(NC(=O)C3CCOC3)nn(Cc3ccccc3)c2c1 (centres undefined)
-19%	O=C([C@@H]1C[C@H](Oc2cccnc2)CN1C(=O)c1ccco1)N1CCCC1
19%	COCC(C)n1c(SCC(=O)NC(=O)Cc2ccccc2)nc2ccccc2c1=O (centres undefined)
?	Nc1c(C(=O)Nc2cccc(F)c2)sc2nc(-c3cccs3)ccc12
-2%	Cc1cc(C)cc(NC(=O)c2cnn3c2NC(C(=O)O)=CC3/C=C/c2ccccc2)c1 (centres undefined)
28µM*	Cc1nn(CC(=O)NCc2cccnc2)c(=O)c2nc(-c3ccccc3)sc12
113%[activator][86.2 µM]	CC(C)CCNC[C@H]1O[C@H](Cc2cc(-c3ccc(F)cc3)on2)CC[C@@H]1O
-4%	Cc1cccc(C(=O)NC2(C(F)(F)F)N=C(c3ccccc3)N(Cc3ccccc3)C2=O)c1 (centres undefined)
-32%	CCn1cc(CN(C)S(=O)(=O)c2ccc(C(=O)NC3CC3)cc2)cn1
-29%	O=C(CNc1cc(S(=O)(=O)N2CCOCC2)ccc1NCC1CCCO1)Nc1ccc(F)c(F)c1 (centres undefined)
-25%	CCc1ccccc1NC(=O)Cc1ccc(-n2c(C)nc3cccnc32)cc1
-9%	O=C(Nc1ccc2c(c1)OCCO2)C(=O)c1c[nH]c2ccc(Br)cc12
14%	CCC(=O)NC(Nc1ccccc1Cl)(C(F)(F)F)C(F)(F)F
11%	Cc1cc(C)c(C(=O)COC(=O)c2nn(C)c(=O)c3ccccc23)cc1C
1%	CCCCOC(=O)c1ccc(NC(=O)c2cc(=O)c3cc(C)c(C)cc3o2)cc1
-26%	CCOC(=O)C1=C(CS(=O)(=O)c2ccc(F)c(C)c2)NC(=O)NC1c1ccccc1OC (centres undefined)
41%	Cc1cc(C)cc(Nc2nc(-c3ccccc3F)no2)c1
-24%	COc1ccc(-c2nnc(C[C@@H]3C[C@@H](C(C)C)[C@H](CNCc4ccncc4)C=C3C)o2)cc1
9%	Cc1ccc(Nc2n[nH]nc2C(=O)Nc2ccc(C)cc2Cl)cc1
-29%	CCN(CC)C(=O)Cn1c(=O)n(Cc2ccc(C(=O)NCCc3ccc(OC)c(OC)c3)cc2)c(=O)c2ccccc21
?	O=C(CCC1CCCN(S(=O)(=O)c2ccccc2F)C1)NCCN1CCCC1 (centres undefined)
?	O=C(OCc1cc(=O)n2c3c(sc2n1)CCCC3)c1cccc(NC(=O)c2ccccc2F)c1
5%	O=C(Nc1cccc(F)c1)c1cnc2ccccc2n1
?	CCN1CCOC(=O)C1CC(=O)Nc1cc(C)cc(C)c1 (centres undefined)
?	CSCCCNC(=O)c1ccc(OC2CCN(C(=O)c3cccnc3)CC2)cc1
i	COc1cc(OC)c2c(C)c(CC(=O)NCCN3CCOCC3)c(=O)oc2c1
?	O=C(c1ccc2[nH]ccc2c1)N1CCC(n2cc(-c3nc(-c4ccccc4)no3)nn2)C1 (centres undefined)
-25%[86.2 µM]	COc1ccc(Nc2cnc3ccc(-c4ccc(F)cc4)nn23)cc1
10%	Cc1cc(C(=O)N2CCCC(c3nn[nH]n3)C2)nn1C (centres undefined)
-18%	Cc1noc(C)c1CO[C@@H]1COCC[C@H]1NC(=O)Cn1nc2ccccc2n1
?	Cc1ccc(CSc2nccc(-c3c(C)nc4ccccn34)n2)cc1
?	COc1ccc(C(F)(F)F)cc1NC(=O)c1sc2nc(-c3cccs3)ccc2c1N
18%	Cc1ccc(C(=O)N2CCC3(CCCCO3)CC2)cn1
18%	COc1cccc(Nc2nc(-c3ccc([N+](=O)[O-])cc3)nc3ccccc23)c1
-20%	CCC(=O)N1CCc2cc(S(=O)(=O)CCC(=O)N3CCN(c4cccc(Cl)c4)CC3)ccc21
-39%	O=C(Cc1ccccc1)NC1CCCc2c1[nH]c1c(Cl)cccc21 (centres undefined)
?	Cc1cn2nc(C(=O)N3CCN(C4CCCCC4)CC3)cc2c(N(C)Cc2ccccc2)n1
8%	NC(N)=N/N=C/c1ccc(Br)cc1
-14%	COc1ccc(CCN2C(=O)N(c3ccc(F)cc3)C(=O)C2CC(=O)Nc2ccc(F)c(F)c2)cc1 (centres undefined)

The list continues.
KDM5B inhibitor	Molecule
?	CCN(CC)CCCNC(=O)c1ccc2c(c1)sc1nc(-c3ccc(C)cc3)cn12
-9%	O=C(Cc1ccccc1)N(Cc1cccc2[nH]ccc12)C1CC1
?	O=C(O)c1ccc(COc2ccc3ccccc3c2C=Nc2ccc(N3CCOCC3)cc2)cc1
28µM*	CNc1ncccc1C(=O)N[C@@H]1COCC[C@@H]1OCc1ccccc1
4%	Cc1ccccc1OCC(=O)Nc1cccc2cccnc12
-5%&-21%[86.2 µM]	Cc1ncc2n1C(=O)N(C1CCN(Cc3ccccc3F)CC1)C2
-2%	CC(C)COP(=O)(c1ccc(N(C)C)cc1)C(O)c1cccnc1 (centres undefined)
35µM*	O=c1cc(N2CCOCC2)oc2c(NCc3ccc(F)cc3)nccc12
-8%	O=c1ccc(N2CCN(S(=O)(=O)c3cccc4nsnc34)CC2)nn1-c1ccc(F)cc1
0%	CCOc1cccc2sc(NC(=O)CS(=O)(=O)c3ccc(C)cc3)nc12
-27%	COc1cccc(Oc2coc3cc(OC(=O)c4ccco4)ccc3c2=O)c1
-3%	Cc1cc(C(=O)CSc2nnc(COc3ccc(Cl)cc3)o2)c(C)n1C1CC1
-71%	COc1ccc(OCc2nc(-c3ccc(OC)c(OC)c3)no2)cc1
7%	CCCc1nnc2sc(C(C)(C)Oc3ccc(Cl)cc3)nn12
-4%	O=C(/C=C/Nc1ccccc1C(F)(F)F)c1ccc(Br)cc1
15%	COc1ccc(/C=C/CN2CCC3(CC2)C(=O)N(Cc2cccnc2)C(=O)N3C)cc1
-9%	CCN1CCN(c2c(S(=O)(=O)c3ccc(Cl)cc3)cnc3ccccc23)CC1
-15%[115 µM]	O=C(c1ccc(F)cc1)N1CCC2(CC1)COc1ccccc1[S+](=O)([O-])N2
?	COc1ccc(-c2nc3cc(C)ccn3c2NC(=O)c2ccc(C)c(C)c2)cc1
22%	Cc1cnc(C(=O)N[C@@H]2CCC[C@@H]2C(=O)N(C)C)cn1
-30%	Cc1cn2nnc(C(=O)NC3CCC(C)CC3)c2c(=O)[nH]1 (centres undefined)
-2%	O=C1N(Cc2ccc(Cl)cc2)CCCN1c1cccc(C(=O)N2CCc3ccccc32)c1
21%	CNc1ccc([N+](=O)[O-])cc1-c1nc2ccccc2[nH]c1=O
-16%	CN(C)C(=O)c1cccnc1OC1CCN(C(=O)NC(C)(C)C)C1 (centres undefined)
20%	CC(NC(=O)c1cnccn1)c1ccccc1 (centres undefined)
8%	Cc1cc(C)n(-c2nc3c(c(=O)n(CC(N)=O)c(=O)n3C)n2Cc2ccc(F)cc2)n1
?	Cc1cccc(-n2ccnc2SCC(=O)Nc2ccc(F)cc2F)c1C
1%	COc1ccc(-c2nc3c(c(SCC(=O)Nc4ccccc4OC)n2)Cc2cccc(C)c2O3)cc1
-35%	Cc1ccc(C(=O)COC(=O)c2cc(-c3ccccc3)nc3ccccc23)cc1C
-18%	COc1ccc(-n2cccn2)c(CN2CC[C@H](CO)[C@H](O)C2)c1
9%	Cc1ccc(NC(=O)c2cnn3cccnc23)cc1C
-12%	CC1=NS(=O)(=O)N(C)C=C1C(=O)OCc1nc(-c2ccc3c(c2)OCO3)no1
12%[86.2 µM]	Cc1nn2c(c1-c1cccnc1N1CCOCC1)N(C(=O)COc1ccccc1)CCC2
21%	CN1C(=O)C(CC(=O)NCc2ccccc2)=C2CCCCC21 (centres undefined)
12%	CC1=C[C@@H](CNC(=O)c2ccncc2)[C@H](C(C)C)C[C@H]1CC(=O)NCc1ccc(C#N)cc1
-14%[230 µM]	CNCc1ccccc1Cl
10%[115 µM]	CCCN1CCCC2(Cc3ccccc3CN(C(=O)CCCC(=O)O)C2)C1 (centres undefined)
?	COc1cccc(C2C=C(c3ccc(C)cc3)Nc3ncnn32)c1 (centres undefined)
-18%	O=C(Nc1cccc(Cl)c1)c1cc2c(=O)[nH]c3ccccc3c2s1
9%	CC(C)N(Cc1nc(-c2ccccc2)no1)C(=O)Cc1ccc(-c2ccccc2)cc1

Some of the entries so far, with bars between the fields.
Structure | KDM5B inhibitor
O=C(Nc1cccc(Cl)c1)c1cc2c(=O)[nH]c3ccccc3c2s1 | -18%
Cc1ccc(-c2cnc([C@@H]3COCCN3Cc3ccncc3)[nH]2)cc1 | -4%[86.2 µM]
Cc1nn(CC(=O)NCc2cccnc2)c(=O)c2nc(-c3ccccc3)sc12 | 28µM*
Nc1c(C(=O)Nc2cccc(F)c2)sc2nc(-c3cccs3)ccc12 | ?
Cc1cn2nnc(C(=O)NC3CCC(C)CC3)c2c(=O)[nH]1 (centres undefined) | -30%

Following part:
KDM5B inhibitor	Molecule
8%	NCCOc1ccc(C(F)(F)F)cc1
?	CC1=C[C@@H](CNC(C)C)[C@H](C(C)C)C[C@H]1Cc1nnc(-c2ccc(N(C)C)cc2)o1
-6%[86.2 µM]	COCc1ccc2c(c1)c(OC(C)(C)C(=O)Nc1ccn(C)n1)nn2Cc1cccnc1
-11%	COc1ccc(NC(=O)CCc2ncc(-c3ccccc3)o2)c(OC)c1
-16%	COc1ccc(C(=O)N[C@@H]2CCC[C@@H]2C(=O)N2CCN(c3cc(C)ccc3C)CC2)cc1
-16%	COc1ccc(C2NC(=O)N(CC(=O)N3CCC(C)CC3)C3=C2C(=O)OC3)cc1 (centres undefined)
15%	CCC1c2nccn2CCCN1C(=O)CN1CCCC1=O (centres undefined)
?	CCN(C(=O)c1nn(C)c2c1CSc1ccccc1-2)c1cccc(C)c1
-20%[149 µM]	CN(Cc1ccc(OC(F)(F)F)cc1)C(=O)C1(C)CCOCC1
-20%	O=C(Nc1ccc(Cl)cc1)N1CCC2(CC1)C(=O)NCN2Cc1ccc(Cl)cc1
-13%	COc1ccccc1CCNC(=O)c1ccc(NC(=O)N2CC(C)Sc3ccccc32)cc1 (centres undefined)
-7%	CCc1nnc(NC(=O)c2cc(=O)c3cc(C)ccc3o2)s1
18%	CCS(=O)(=O)NC(CCSC)C(=O)O (centres undefined)
16%	CCc1ccc2c(CN3CCC4(CC3)OCCO4)cc(=O)oc2c1
-7%	Cc1ccc(NC(=O)CCc2c[nH]c3ccccc23)cc1F

Among those listed so far, these have a thiophene ring, fused or not:
KDM5B inhibitor	Molecule
22µM*	COc1ccc(-c2cc3c(=O)n(CCNC(=O)c4ccsc4)ccn3n2)cc1
-4%	COc1cc(/C=C/C(=O)c2cccs2)ccc1O
29%	O=C(c1ccc2sccc2c1)N1CCN(Cc2ccc3c(c2)OCO3)CC1
?	Nc1c(C(=O)Nc2cccc(F)c2)sc2nc(-c3cccs3)ccc12
?	COc1ccc(C(F)(F)F)cc1NC(=O)c1sc2nc(-c3cccs3)ccc2c1N
-18%	O=C(Nc1cccc(Cl)c1)c1cc2c(=O)[nH]c3ccccc3c2s1
